Screens: PubChem BioAssay, National Center for Advancing Translational Sciences (NCATS)
mIDH1 inhibitor: blocks human mutant IDH1 R132H enzyme; IDH1-R132H enzyme, NADPH consumption, diaphorase/resazurin fluorescence; Potency, µM (doses to about 76.6 µM), for the others: top-dose activity change, negative = inhibition, most hits filed as inhibitors; 390,000 compounds, 0.093% hits; also: potency is read from the fitted curve at half-maximal effect; % is scaled to controls: 0 for no effect and ±100 for the full control effect; nearly all actives have a fitted effect of over 65% in size
Target sequence (O75874 whole entry R132H, stated change not applied): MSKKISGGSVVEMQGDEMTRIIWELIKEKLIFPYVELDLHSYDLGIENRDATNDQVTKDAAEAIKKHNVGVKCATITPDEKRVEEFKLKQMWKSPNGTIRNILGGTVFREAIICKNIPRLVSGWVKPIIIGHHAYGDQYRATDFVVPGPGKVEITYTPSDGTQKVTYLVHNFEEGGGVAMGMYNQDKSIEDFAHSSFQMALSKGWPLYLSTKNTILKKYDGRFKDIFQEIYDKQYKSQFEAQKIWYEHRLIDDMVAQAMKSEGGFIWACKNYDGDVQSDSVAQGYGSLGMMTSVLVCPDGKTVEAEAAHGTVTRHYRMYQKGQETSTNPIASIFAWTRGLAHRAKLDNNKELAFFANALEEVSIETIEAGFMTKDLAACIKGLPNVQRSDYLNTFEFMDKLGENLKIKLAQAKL
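IDH1-R132H (0.5 ug/mL dispensed) in pH 7.5 Tris buffer was preincubated 30 min with compound, then given a substrate mix of 0.016 mM NADPH and 2 mM alpha-KG for 80 min at room temperature; remaining NADPH was read by diaphorase/resazurin fluorescence.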
D2 agonist: agonists of human D2 dopamine receptor | P14416 | HEK293 T-REx D2 cells, calcium flux agonist mode | activation, % at 2 µM | 340,000 compounds, 0.53% hits | AID 485358;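 active = activation over 3 SD above normal in the single-dose calcium agonist read, cut at about 30% in these data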; also: 0% is about no effect
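Tetracycline-induced HEK293 Trex cells with D2 receptor force-coupled to calcium signaling, plated overnight at 30 C and loaded with no-wash calcium dye. Calcium flux read kinetically for 180 s after compound addition; responses flag agonists.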
Pin1 inh: human Pin1 inhibition; Pin1 FP peptide displacement, HiFluor488, 10 min; Potency, µM (series often up to 115 µM), without a hit: at the highest dose activity, negative = inhibition, usual class: inhibitors; 390,000 compounds, 0.009% hits; Q13526; active = well fitted inhibition curve with a large enough effect in the polarisation, with a control signal flat, not every such curve was filed as active; inconclusive = small, poorly fitted or top-dose-only effect, or effect the other way, or a change in a side signal; inactive = no such curve, though single readings can be large or run the other way; the % refers to the polarisation; also: potency is read from the fitted curve at half-maximal effect; % is scaled to controls: 0 for no effect and ±100 for the full control effect
Target sequence (Q13526 whole entry, looked up): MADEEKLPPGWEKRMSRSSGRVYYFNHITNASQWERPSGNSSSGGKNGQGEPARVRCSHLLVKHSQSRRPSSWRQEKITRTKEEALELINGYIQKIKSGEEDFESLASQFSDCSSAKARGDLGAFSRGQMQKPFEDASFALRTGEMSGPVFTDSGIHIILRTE
TRHR agonist: activates the human TRH receptor | P34981 | 360,000 compounds, 0.18% hits | TRHR cells, calcium flux fluo-8, FDSS agonist mode | AID 493084 | activation, % at 2 µM; in the data active = activation above about 30%; also: 0% is about no effect
Target sequence (P34981 whole entry, looked up): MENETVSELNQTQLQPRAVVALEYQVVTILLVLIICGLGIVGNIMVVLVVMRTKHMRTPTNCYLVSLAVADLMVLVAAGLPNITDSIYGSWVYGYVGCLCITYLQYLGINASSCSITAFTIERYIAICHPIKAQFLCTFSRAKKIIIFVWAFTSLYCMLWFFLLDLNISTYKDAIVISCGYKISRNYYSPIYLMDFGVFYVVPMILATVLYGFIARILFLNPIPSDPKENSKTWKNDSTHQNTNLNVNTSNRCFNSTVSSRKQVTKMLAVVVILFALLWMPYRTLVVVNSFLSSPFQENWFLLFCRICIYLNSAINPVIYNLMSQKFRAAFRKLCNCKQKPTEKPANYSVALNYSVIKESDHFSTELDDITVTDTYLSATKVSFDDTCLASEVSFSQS
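Fluo-8-loaded TRHR cells; 10 s baseline, compound added, kinetic Ca2+ fluorescence read 1/s, agonist mode.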
D2 antagonist: antagonists of human D2 dopamine receptor | P14416 | HEK293 TREx D2 cells, calcium flux, dopamine EC80 | inhibition, % at 10 µM | 340,000 compounds, 2% hits | AID 485344; in the data active = inhibition above about 30%; also: 0% is about no effect
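Cells plated overnight at 30 C with tetracycline; no-wash calcium dye, 30–90 min RT; 10 s baseline; compound pinned; 180 s read; EC80 dopamine added; another 180 s read.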
rTrxR1 inhibitor: inhibitors of rat thioredoxin reductase 1. 390,000 compounds, 1% hits. O89049. recombinant rTrxR1, NADPH fluorescence consumption, selenite substrate. Potency, µM (doses to about 114 µM), for inactives: top-dose activity change, negative = inhibition, most hits filed as inhibitors; also: potency is read from the fitted curve at half-maximal effect; % is scaled to controls: 0 for no effect and ±100 for the full control effect; nearly all actives have a fitted effect of over 65% in size
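Rat TrxR1 (90 nM in the dispensed reagent) was pre-reduced with 400 uM NADPH for 5 min at room temperature, then incubated with compound for 15 min. After 400 uM selenite was added, NADPH fluorescence (Ex 340/Em 450 nm) was followed for 8 min.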
TrxR1 substrate: is turned over as a substrate by rat TrxR1. purified TrxR1 substrate turnover, NADPH consumption readout. Potency, µM (series often up to 114 µM), inactives show top-dose activity change, negative = substrate turnover. 390,000 compounds, 0.01% hits. AID 588456; also: potency is read from the fitted curve at half-maximal effect; % is scaled to controls: 0 for no effect and ±100 for the full control effect; nearly all actives have a fitted effect of over 50% in size
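Rat TrxR1, dispensed at 90 nM, was prereduced with 400 uM NADPH (final) for 5 min at ~22 deg C, then incubated with compound 15 min before 400 uM selenite. A first-read NADPH fluorescence drop versus no-compound background flagged substrates.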
USP1 inh: blocks the human USP1/UAF1 deubiquitinase complex; O94782; recombinant USP1/UAF1, Ub-Rhodamine cleavage fluorescence; Potency, µM (series often up to 57.1 µM), without a hit: at the highest dose activity change, negative = inhibition, hits mostly inhibitors; 390,000 compounds, 0.23% hits; AID 743255; also: potency is read from the fitted curve at half-maximal effect; % is scaled to controls: 0 for no effect and ±100 for the full control effect; nearly all actives have a fitted effect of over 60% in size; inactives centre near -12
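USP1/UAF1 complex (1 nM) preincubated 15 min at room temperature with compound, then Ub-Rho substrate (150 nM final) added. Kinetic fluorescence at 480/540 nm over 6 reads at 60 s intervals; 50 mM HEPES pH 7.8, 0.5 mM EDTA, 0.1 mg/ml BSA, 1 mM TCEP, 0.01% Tween-20.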
TRHR enhancer: allosteric enhancers of human TRH receptor; P34981; TRHR cells, fluo-8 calcium fluorescence, EC20 TRH enhancement; enhancement, % at 2 µM; 360,000 compounds, 0.66% hits; AID 493056; in the data active = enhancement above about 30%; also: 0% is about no effect
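Enhancer read-out: after compound pinning and an initial kinetic agonist-mode read, an EC20 of TRH (10 nM final) was injected and fluo-8 calcium signal (Ex 480/Em 530) followed at 1 s/cycle for 100 cycles in TRHR-expressing cells.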
The depositor's hits bear a star; u = inconclusive; x = no result given; [ ] = dose if it differs, or a comment. Unless noted, calls follow the shape of the dose curve; as a rule, active = well fitted inhibition curve with a large enough effect; inconclusive = small, poorly fitted or top-dose-only effect; inactive = no such curve, though single readings can be large or run the other way. A portion of the library; count on the stated rates, not on these rows.

SMILES	mIDH1 inhibitor	D2 agonist	Pin1 inh	TRHR agonist	D2 antagonist	rTrxR1 inhibitor	TrxR1 substrate	USP1 inh	TRHR enhancer
Nc1cc(N)nc(SCC(=O)Nc2cccc(S(=O)(=O)N3CCCCC3)c2)n1	-12%	0.2	5%	0.0	3	-6%	-5%	-1%	-2
CSc1nncc(-c2ccccc2)n1	1%	0.3	-3%	0.1	-3	4%[57.1 µM]	-5%[57.1 µM]	-17%	3
CC1CCC2(CC1)NC(=O)N(Cc1nc(-c3ccccc3)no1)C2=O (centres undefined)	6%	0.5	0%	0.0	20	0%	-1%	-18%	15
Cc1ccc(N(C)C(=O)c2noc3c2CCCCC3)cc1C	42%[activator]	-1.2	-9%	-1.7	x	18%	-1%	-11%	-2
Cc1ccc(Oc2nc3ccccc3n3c(C)nnc23)cc1	1%	0.0	-3%	-0.8	22	11%	10%	-19%	2
CCCOc1ccc(C(=O)NCCC(=O)NCCCC(=O)O)cc1	8%	x	0%	0.3	x	15%	6%	-12%	-1
Cc1cc(C)c2c(n1)nn1c(N3CCN(c4ccccn4)CC3)cc(C)nc21	x	0.7	x	-0.6	4	x	x	x	-1
CCC(=O)Nc1ccc(-c2ccc(NC(=O)CC)c(OC)c2)cc1OC	5%	-0.2	8%	-0.2	7	-1%	-9%	0%	-1
CC(C)CC(=O)Nc1ccc2c3c(cccc13)CC2	-1%	0.0	2%	0.6	-2	10%	3%	-17%	-1
CN(C)c1ccc(/C=N/NC(=O)C(=O)N2CCCCCC2)cc1	9%	1.6	1%	-0.3	15	-34%	u	-30%	3
Cc1ccc2c(c1)c(C)c(C)n2CC(O)Cn1nc(C)cc1C (centres undefined)	2%	0.3	1%	0.2	5	12%[57.1 µM]	3%[57.1 µM]	-6%	-3
Cc1ccc(C2(C)NC(=O)N(CC(=O)N3CCN(S(=O)(=O)c4cccc([N+](=O)[O-])c4)CC3)C2=O)cc1 (centres undefined)	-12%	x	1%	x	x	-14%	-18%	-2%	x
CCc1ccc(C(C)NC(=O)c2ccc(F)cc2)cc1 (centres undefined)	8%	0.0	0%	0.1	1	-3%	1%	-18%	-7
O=c1nc2sc3ccccc3n2c(=O)n1-c1ccc(Cl)cc1	13%	-0.4	17%	0.1	-9	14%[57.1 µM]	3%[57.1 µM]	-3%	16
CCOC(=O)C1(Cc2cccc(OC)c2)CCN(C(C)COC)CC1 (centres undefined)	14%	0.2	-1%	0.1	-7	19%	5%	-6%	4
COc1ccc(CNC(=O)CSc2nc3ccc(C)cc3[nH]2)cc1OC	16%	0.5	2%	0.7	-23	21%[57.1 µM]	10%[57.1 µM]	-22%	5
CCCCc1cc(=O)oc2c(C)c(OCC(=O)N3CCCC3)ccc12	-3%	0.6	-2%	-0.3	5	-27%	25%	4%	18
CCn1cc2nc(SCC(=O)Nc3ccccc3C(F)(F)F)n(Cc3ccc(C)cc3)c(=O)c2n1	-6%	-0.4	129%[activator]	-1.9	x	15%	0%	-14%	-5
CCOC(=O)CCSc1nnc(-c2cccnc2)n1-c1ccccc1OC	0%	0.4	7%	0.1	12	-11%	-10%	-11%	2
Cc1ccc(-c2ccc(=O)n(CC(=O)NCCN(CC(C)C)CC(C)C)n2)cc1	3%	x	-11%	-0.3	x	-10%	-4%	-6%	0
O=C(Nc1nonc1-c1ccc(Cl)cc1)c1ccco1	-4%	4.0	7%	-2.2	23	3%	-6%	-24%	-6
O=[N+]([O-])c1ccc(C=NNC(=S)Nc2ccc(F)cc2)cc1	2%	x	-2%	x	x	-14%	6%[57.1 µM]	-12%	x
COc1ccc2cc(C(=O)C3CCCN(C(=O)c4cc5nc(C)cc(C)n5n4)C3)ccc2c1 (centres undefined)	-2%	0.4	-3%	0.9	-5	0%	78%[activator]	-12%	-1
CCOc1ccccc1NC(=S)N1CCN(c2nc(-c3ccc(F)cc3)cs2)CC1	0%	-1.1	27%	0.1	-18	12%	-3%	-20%	7
O=C(NC1CCN(C(=O)N2c3ccccc3Sc3ccccc32)CC1)c1ccccc1Cl	1%	2.3	24%	2.3	-2	3%	-1%	5%	4
Cc1ccc(-c2csc3ncnc(SCC(=O)NCC4CCCO4)c23)cc1 (centres undefined)	0%	0.3	12%	3.2	9	14%	5%	-16%	1
Cc1cccc(NC(=O)Cn2nc(-c3ccco3)ccc2=O)c1C	6%	0.5	-2%	1.7	18	u	21%	-11%	-5
Cc1ccc(C(=O)Nc2cc(-c3nc4ncccc4o3)ccc2C)c(C)c1	-7%	x	17%	-1.1	x	14%	8%	u	6
Cc1cccc(OCc2nnc(SCC(=O)N(c3ccccc3)C3CCS(=O)(=O)C3)o2)c1 (centres undefined)	0%	0.4	0%	-0.2	-9	-4%	-7%	-16%	2
O=C(CCCNC(=O)/C(=C/c1ccccc1F)NC(=O)c1ccccc1)OCc1ccccc1	3%	-0.3	-4%	-0.4	8	8%[57.1 µM]	4%	-16%	6
CCc1nnc(NC(=O)CSC(=S)N2CCOCC2)s1	-3%	0.7	-5%	0.0	-5	2%	6%	-21%	2
Cc1sc2nc(SCC(=O)Nc3ccc(S(=O)(=O)NCCCC(=O)O)cc3)[nH]c(=O)c2c1C	19%	0.5	-5%	0.5	6	10%	3%[57.1 µM]	-19%	5
CC1C=CCC2C(=O)N(c3cccc(C(=O)N4CCN(c5ccc(F)cc5)CC4)c3)C(=O)C12 (centres undefined)	6%	-1.7	-3%	-0.1	28	-9%	8%	-24%	-4
Cc1ccc(N(Cc2ccccc2)C(=O)c2ccc(C)c(S(=O)(=O)N3CCOCC3)c2)cc1	2%	0.5	u	-0.3	-3	12%	-4%	-14%	-14
Cc1ccc(NC(=O)Nc2cc(C)on2)cc1	20%	-0.8	-2%	0.0	-13	29%[57.1 µM]	10%[57.1 µM]	-6%	-7
CC1CC(=S)Nc2ccccc2N1C(=O)Nc1ccccc1 (centres undefined)	1%	0.9	6%	1.0	-2	-19%[57.1 µM]	2%[57.1 µM]	-5%	0
CCn1c(CN2CCOCC2)nnc1SCC(=O)Nc1ccccc1C	5%	-1.0	0%	0.3	-14	11%[57.1 µM]	-9%	-16%	3
Cc1ccc(CNC(=O)CN2C(=O)NC(C)(c3ccc(Cl)cc3)C2=O)cc1 (centres undefined)	0%	1.7	0%	-0.5	-14	3%	-4%	-19%	2
CCc1sc(C(=O)N2CCN(S(C)(=O)=O)CC2)cc1Br	4%	1.5	-7%	0.3	27	23%	5%	-9%	0
CCC(C(=O)NCCc1cc(OC)ccc1OC)n1nc(C)c2sc3ccccc3c2c1=O (centres undefined)	-18%	1.5	46%[activator]	0.4	x	29%	49%[activator]	u	-1
CC1=NC(=O)C(N=Nc2ccccc2)N1c1ccccc1 (centres undefined)	5%	0.5	2%	0.5	-10	-15%	-9%	-13%	5
CCCn1c(N)c(C(=O)CSc2nc(N)cc(=O)[nH]2)c(=O)n(C)c1=O	-4%	x	5%	0.5	x	20%	3%	-3%	7
Cc1ccc(S(=O)(=O)N/N=C(\c2ccccc2)c2cccnc2)cc1	6%	-2.0	1%	-2.3	5	-5%[57.1 µM]	-6%[57.1 µM]	-18%	3
CCc1[nH]c(=S)c(C#N)c(-c2ccccc2)c1C(=O)OC	-6%	-0.6	1%	0.0	-21	-25%	-6%	-9%	-4
Cc1nc(NC(=O)CSc2nc3cccnc3n2C2CCCCC2)sc1C	0%	-0.6	-18%	-0.2	-1	16%	4%	u	1

Structures listed so far that contain an NH in an aromatic ring, in the order listed:
SMILES	mIDH1 inhibitor	D2 agonist	Pin1 inh	TRHR agonist	D2 antagonist	rTrxR1 inhibitor	TrxR1 substrate	USP1 inh	TRHR enhancer
COc1ccc(CNC(=O)CSc2nc3ccc(C)cc3[nH]2)cc1OC	16%	0.5	2%	0.7	-23	21%[57.1 µM]	10%[57.1 µM]	-22%	5
Cc1sc2nc(SCC(=O)Nc3ccc(S(=O)(=O)NCCCC(=O)O)cc3)[nH]c(=O)c2c1C	19%	0.5	-5%	0.5	6	10%	3%[57.1 µM]	-19%	5
CCCn1c(N)c(C(=O)CSc2nc(N)cc(=O)[nH]2)c(=O)n(C)c1=O	-4%	x	5%	0.5	x	20%	3%	-3%	7
CCc1[nH]c(=S)c(C#N)c(-c2ccccc2)c1C(=O)OC	-6%	-0.6	1%	0.0	-21	-25%	-6%	-9%	-4

Later entries
SMILES	mIDH1 inhibitor	D2 agonist	Pin1 inh	TRHR agonist	D2 antagonist	rTrxR1 inhibitor	TrxR1 substrate	USP1 inh	TRHR enhancer
COc1cc(SC)ccc1C(=O)Nc1ccc(C)cc1C	0%	-0.5	-1%	-0.3	-12	-5%	-2%	-27%	-2
CCOC(=O)c1cc(OC(=O)c2cccs2)n(-c2ccccc2)n1	1%	0.0	-5%	0.5	-6	22µM*	4%	2%	-7
CCc1ccc(OCC(=O)NC2CCCCC2)c(Br)c1	17%	0.9	-3%	3.7	13	-21%	-19%	-13%	3
O=C(C[n+]1cccc(C(=O)Nc2ccccc2)c1)c1ccc([N+](=O)[O-])cc1	3%	0.3	4%	-1.6	4	u	-1%	-22%	-1
CCN(C(=O)Cn1c(=O)oc2ccccc21)c1c(N)n(Cc2ccccc2)c(=O)[nH]c1=O	11%	0.2	2%	0.3	2	-5%	-6%	-24%	1
CCOc1ccc(CN2CCN(CC(O)Cn3c4ccccc4c4ccccc43)CC2)cc1 (centres undefined)	13%	x	4%	1.0	x	0%	-3%	3%	0
CCCNC(=O)c1onc(CS(=O)(=O)c2cccc(OC)c2)c1C(=O)NCCC	-12%	x	2%	-0.1	x	16%	4%	-25%	1
Cc1ccc(OCC(=O)NNC(=O)C(C)Sc2ncnc3sc(C)c(C)c23)cc1 (centres undefined)	-4%	0.7	10%	-1.3	15	13%	6%	-23%	0
CC(C)[C@H](NC(=O)c1ccccc1F)C(=O)OCC(=O)NC(=O)NC1CCCCC1	2%	x	x	x	x	-7%	-7%	-14%	x
CC(=O)Nc1ccc(NC(=S)Nc2ccc(F)cc2)cc1	1%	0.2	-7%	0.0	5	9%[57.1 µM]	5%[57.1 µM]	u	5
